# PglD DTNB: C. jejuni PglD acetyltransferase inhibitors, primary screen, biochemical, DTNB colorimetric, single point; UDP-N-acetylbacillosamine N-acetyltransferase PglD (Campylobacter jejuni); purified PglD enzyme, DTNB colorimetric CoA detection; inhibition, % at 12.5 µM; 360,000 tested, 0.098% active; AID 602405, 2012; in the data active = inhibition above about 16%, passing the limit was not always enough; inconclusive = no clear call, values can overlap the other calls; also: strong numbers were not always called active
# RAD54 branch: inhibitors of human RAD54 branch migration, primary screen, biochemical, fluorescence, single point; DNA repair and recombination protein RAD54-like (Homo sapiens), Q92698; RAD54 Holliday junction branch migration, FAM/BHQ fluorescence; inhibition, % at 10.4 µM; 360,000 tested, 0.14% active;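 active = mean normalized replicate activity at least 40 and at least half of replicates scoring 40 or more; inconclusive = only one of the two criteria met; inactive = mean below 40 and under half of replicates reaching 40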;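 also: 0% = median of neutral control wells and 100% = median of positive control wells; inhibitors cause a drop in the FAM fluorescence signal; in these data hits start at about 50%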
# ARNT-TACC3 inh: disruptors of ARNT/TACC3 protein interaction, primary screen, biochemical, AlphaScreen, single concentration; Transforming acidic coiled-coil-containing protein 3 (Homo sapiens), Q9Y6A5; AlphaScreen His-ARNT PAS-B/GST-TACC3 binding, luminescence; TACC3 fragment carries E629A point mutation; inhibition, % at 9.99 µM; 390,000 tested, 0.66% active; AID 623870, 2012;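 active = mean inhibition of replicates at least 50% and at least half of replicates each reaching 50%; inconclusive = half or more replicates reach 50% but mean below 50%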;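 also: 0% = complete ARNT plus TACC3 wells and 100% = ARNT alone without TACC3; many hits fall short of the cut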
# esBAF inh: Bmi1 luciferase reporter increase in mESCs, primary screen, esBAF inhibitor project, mouse ES cells, Bmi1 luciferase knock-in, single point; 24 h; 100% = twice the neutral-well signal; reporter increase, % at 12.5 µM; 350,000 tested, 2% active; AID 602393, 2012; in the data active = activation above about 40%; inconclusive = no clear call, values can overlap the other calls;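 also: 0% = median of the plate's neutral control wells and 100% = double that signal; a rise in the Bmi1 reporter signal indicates esBAF inhibition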
# Casp6 inh: human caspase-6 inhibitors, primary screen, biochemical, VEID-R110 fluorescence, single point, set 2 | purified caspase-6, Z-VEID-R110 cleavage fluorescence | inhibition, % at 12.5 µM | 350,000 tested, 0.53% active | AID 686996, 2013;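 active = mean inhibition across replicates at least about 35%, with every replicate also reaching that limit, limit read from the data; inconclusive = only one of the two criteria met; inactive = neither criterion met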;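 also: 0% = median of neutral control wells and 100% = no fluorescence left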
# RAD52 inh: RAD52 DNA annealing inhibitors, primary screen, biochemical, FRET, single point, set 2; recombinant RAD52 DNA annealing, FRET fluorescence; inhibition, % at 18.7 µM; 360,000 tested, 0.46% active;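 active = every replicate showing at least 50% inhibition; inconclusive = mean inhibition at least 50% but not in every replicate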
# Target sequence (P43351 whole entry, looked up): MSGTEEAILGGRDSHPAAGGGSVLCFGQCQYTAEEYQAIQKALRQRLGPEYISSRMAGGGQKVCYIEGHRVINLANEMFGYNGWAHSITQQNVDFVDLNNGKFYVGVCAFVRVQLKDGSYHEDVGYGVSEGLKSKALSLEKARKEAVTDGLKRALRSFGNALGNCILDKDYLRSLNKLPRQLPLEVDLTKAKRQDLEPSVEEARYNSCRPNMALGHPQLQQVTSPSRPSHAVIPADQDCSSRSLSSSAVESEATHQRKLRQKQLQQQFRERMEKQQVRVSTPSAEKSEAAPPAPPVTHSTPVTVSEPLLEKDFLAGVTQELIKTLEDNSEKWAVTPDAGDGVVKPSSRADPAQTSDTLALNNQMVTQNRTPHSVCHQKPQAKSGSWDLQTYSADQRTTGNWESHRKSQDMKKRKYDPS
# ERp5 inh: inhibitors of ERp5-driven insulin aggregation, primary screen, biochemical, turbidity, absorbance 650 nm, single point; Protein disulfide-isomerase A6 (Homo sapiens), Q15084; 90 min; inhibition, % at 9.99 µM; 350,000 tested, 0.05% active; AID 651711, 2012;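 active = mean replicate inhibition above about 25%, with every replicate also reaching it, limit read from the data, passing the limit was not always enough; inconclusive = only one of those two criteria met; inactive = neither criterion met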
# E-selectin induc: E-selectin induction in HUVECs, primary screen, imaging, HUVEC, immunofluorescence imaging, single point; P16581; 260,000 tested, 0.37% active; activation, % at 7.58 µM; normalized: neutral wells 0, TNF-alpha wells 100;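 active = mean E-selectin-positive cell signal at least 10% of the positive control, reached in at least 60% of replicates, without over 20% cell loss; inconclusive = no rule given, readout overlaps actives, possibly toxicity-flagged; inactive = the rest, including those meeting only one limit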;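 also: in these data hits start at about 27%; measured in HUVEC primary endothelial cells; signal is the percent of cells scored E-selectin positive by PE staining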
# Target sequence (P16581 whole entry, looked up): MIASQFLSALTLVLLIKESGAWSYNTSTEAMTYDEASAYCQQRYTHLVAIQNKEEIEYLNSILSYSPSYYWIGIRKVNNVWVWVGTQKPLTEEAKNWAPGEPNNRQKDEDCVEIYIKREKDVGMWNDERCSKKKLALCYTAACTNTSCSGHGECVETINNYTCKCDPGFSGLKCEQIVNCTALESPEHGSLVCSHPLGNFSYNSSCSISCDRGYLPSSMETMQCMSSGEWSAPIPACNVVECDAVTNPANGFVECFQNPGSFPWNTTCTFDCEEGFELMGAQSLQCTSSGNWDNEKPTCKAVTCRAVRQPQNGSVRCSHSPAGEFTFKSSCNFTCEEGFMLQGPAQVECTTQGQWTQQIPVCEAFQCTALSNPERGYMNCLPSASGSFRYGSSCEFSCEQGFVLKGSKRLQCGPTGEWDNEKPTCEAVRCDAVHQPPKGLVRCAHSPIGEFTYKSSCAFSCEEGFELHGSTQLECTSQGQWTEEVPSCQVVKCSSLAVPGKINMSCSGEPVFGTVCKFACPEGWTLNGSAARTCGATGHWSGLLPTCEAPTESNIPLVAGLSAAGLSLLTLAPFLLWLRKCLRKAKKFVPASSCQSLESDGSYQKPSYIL
#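 Test system: HUVEC; input: 3,000 HUVEC/well; measured by: immunofluorescence imaging; read-out: % PE-positive cells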
# Starred values were filed as active, the others as inactive; ? = inconclusive; nt = no result given.
molecule	ERp5 inh	ARNT-TACC3 inh	E-selectin induc	Casp6 inh	RAD52 inh	PglD DTNB	RAD54 branch	esBAF inh
CCCCCCCCN1C(=O)[C@@H](CC(=O)NCc2ccc(C)o2)C[C@@]2(C(=O)OC)C1=C[C@H](C(C)(C)C)O[C@@H]2C	2.0	nt	-0.1	1.9	-26.5	nt	nt	nt
O=C(C[C@H]1C[C@@H]2c3cc(NC(=O)NC4CCCCC4)ccc3O[C@@H]2[C@@H](CO)O1)NCc1ccncc1	2.1	-4.7	0.2	-0.7	11.5	2.7	-1.8	-1.2
COC(=O)C[C@H]1C=C[C@@H](NS(=O)(=O)c2ccc(OC)cc2)[C@@H](CO)O1	-5.7	3.5	-0.4	-2.9	-18.8	-0.2	-2.3	-3.1
CC(=O)O[C@]1(C(C)=O)CCC2C3C=C(C)C4=CC(=O)CC[C@]4(C)C3CC[C@@]21C (some centres undefined)	-3.0	6.9	-0.1	-2.8	-6.7	8.4	-0.4	-2.4
CCCN1C[C@H](C)[C@@H](OC)CN(C)C(=O)c2ccc(NC(=O)C3CCC3)cc2OC[C@H]1C	-7.9	1.2	-0.1	13.0	-0.8	0.3	4.7	4.5
CN(C)C(=O)c1ccc(-c2ccc([C@H]3[C@@H](C#N)N(S(C)(=O)=O)[C@@H]3CO)cc2)cc1	10.6	2.4	-0.5	0.1	4.2	1.8	-1.9	-3.8
CCOc1nc(SCCOc2ccc(C)cc2)nc(N(C)C)n1	nt	-18.7	nt	nt	nt	-3.7	6.8	-4.2
Nc1ccccc1-c1ccn[nH]1	-6.4	-7.6	1.0	-2.3	-11.2	-3.7	-1.3	0.2
CN1CCN(c2nc3c(c(=O)n(C)c(=O)n3C)n2Cc2ccccc2Cl)CC1	6.5	-5.3	nt	-0.8	-4.5	1.8	4.4	2.9
Cc1noc(C)c1NC(=O)N(C)C[C@@H]1OCCCC[C@@H](C)Oc2ccc(NC(=O)c3ccccc3)cc2C(=O)N([C@H](C)CO)C[C@H]1C	1.4	10.4	-0.2	-2.0	1.9	4.4	-6.0	8.5
O=C(Nc1cc(F)ccc1F)N1CCN(c2ccnc3cc(Cl)ccc23)CC1	1.6	16.0	-0.1	-1.0	5.7	nt	nt	nt
Cc1nc(SCC(=O)OCc2ccccc2)c2c(=O)n(C)c(=O)n(C)c2n1	0.9	0.8	nt	1.3	-9.2	4.7	-4.2	-1.4
COC(=O)CCCn1nc(NC(=O)c2ccco2)cc1C	-1.8	6.6	0.1	-2.8	0.6	-5.2	-5.7	13.8
CCC(=O)N1[C@H](CO)[C@H](c2ccccc2)[C@H]1CN(CC)C(=O)c1ccc(F)cc1	3.0	2.6	0.0	0.1	2.4	-6.0	-2.7	2.7
CC1(C)CC2CC(C)(CN2C(=O)COC(=O)c2cc(Cl)cc(Cl)c2N)C1 (centres undefined)	1.1	14.2*	nt	2.8	-12.7	1.0	4.9	-4.1

# (more compounds)
molecule	ERp5 inh	ARNT-TACC3 inh	E-selectin induc	Casp6 inh	RAD52 inh	PglD DTNB	RAD54 branch	esBAF inh
C[C@@H]1CN([C@H](C)CO)C(=O)Cc2cc(NS(=O)(=O)c3ccc(Cl)cc3)ccc2O[C@@H]1CN(C)CC1CC1	4.1	2.5	0.1	-0.6	15.7	-1.9	4.9	2.7
COc1cccc(NC(=O)C(C)NS(=O)(=O)c2ccc(Br)cc2)c1 (centres undefined)	-2.8	-0.1	-0.2	-1.3	-11.1	-4.7	-18.1	nt
O=C(CN1CCOCC1)N[C@H]1CC[C@H](CCNC(=O)Nc2cc(F)ccc2F)O[C@H]1CO	0.0	1.1	-0.3	1.7	6.2	1.2	-3.0	3.0
Cc1noc(C)c1S(=O)(=O)N(C)C[C@H]1Oc2ccc(NS(=O)(=O)c3ccc(Cl)cc3)cc2CC(=O)N([C@H](C)CO)C[C@@H]1C	-5.6	3.6	-0.3	nt	2.5	-2.3	2.3	-3.7
CCNC(=O)[C@@H]1[C@@H](CO)[C@@H]2Cn3c(ccc(-c4cccc(F)c4)c3=O)[C@@H]2N1C(=O)Cc1cccnc1	-2.0	0.5	0.0	-1.8	-4.1	2.4	-2.6	-1.7
C[C@@H]1CN([C@H](C)CO)C(=O)c2cc(NC(=O)Nc3ccc4c(c3)OCO4)ccc2O[C@@H](C)CCCCO[C@@H]1CN(C)S(=O)(=O)c1ccccc1	-5.6	5.3	0.2	-6.0	-12.0	5.0	3.9	5.0
C[C@@H]1CN([C@@H](C)CO)C(=O)Cc2cc(NS(=O)(=O)c3cccs3)ccc2O[C@H]1CN(C)Cc1ccc(C(=O)O)cc1	-10.8	-4.9	nt	3.2	1.9	5.4	-2.9	2.9
CCOc1cnc(-c2c(-c3ccccc3Cl)noc2C)o1	4.2	7.4	nt	-1.5	-9.8	5.0	-4.9	-1.8
CCCc1nc2ccc(Br)cn2c1Cc1ccccc1	-7.1	nt	2.0	3.1	-8.4	4.6	-5.7	12.0
Cc1ccccc1NS(=O)(=O)c1ccc(C(=O)N2CCC2)cc1	6.4	-4.0	0.0	-45.7	-9.2	1.3	7.7	4.8
CCC(=O)Nc1cc2c(cc1C(=O)CC)OCCO2	nt	1.0	nt	nt	nt	-1.0	0.3	-5.9
CCN(CC)CCCNC(=O)c1nn(-c2ccccc2OC)c(=O)c2ccccc12	nt	-0.2	nt	nt	nt	-3.4	2.3	-3.2
Cc1cccc(Nc2nc3ccccc3s2)c1C	-6.8	-19.8	-2.3	1.6	-5.5	nt	nt	nt
COc1ccccc1C(=O)N1CCN(Cc2cn[nH]c2-c2ccc(F)cc2F)CC1	-2.5	-3.7	0.1	-1.5	-3.3	-0.9	3.7	3.6
O=C(C(=O)N1CCc2ccccc2C1)c1c[nH]c2ccccc12	0.4	-4.8	nt	2.6	-7.4	nt	nt	nt

# (more compounds)
molecule	ERp5 inh	ARNT-TACC3 inh	E-selectin induc	Casp6 inh	RAD52 inh	PglD DTNB	RAD54 branch	esBAF inh
CC(=O)Nc1nonc1-c1nc2ccccc2n1Cc1nnc(C)o1	nt	-15.1	nt	nt	nt	0.4	-10.5	2.6
C[C@H]1CCCCO[C@H](CN(C)S(=O)(=O)c2ccc(F)cc2)[C@@H](C)CN([C@@H](C)CO)C(=O)c2cc(NC(=O)Cc3ccccc3)ccc2O1	nt	-0.9	1.3	nt	nt	-1.0	0.8	-2.7
Cc1ccc(-c2nnc(SCC(=O)NNC(=O)COc3cccc(C)c3)n2C)cc1	nt	0.8	nt	nt	nt	-0.9	9.1	-4.4
CC1CCCN(c2ncnc3c2cnn3-c2ccc(Cl)cc2)C1 (centres undefined)	-2.9	-0.3	0.2	-1.5	2.1	-0.9	-9.5	-84.3
O=C(C1CCCCC1)N1CCCC(c2nc3c(nnn3Cc3ccccc3)c(=O)[nH]2)C1 (centres undefined)	nt	10.6	nt	nt	nt	-3.3	0.6	-2.6
COCCCNC(=O)Cn1nc(-c2ccc(C)cc2)ccc1=O	nt	-7.1	nt	nt	nt	3.0	3.8	8.5
CN(C)c1ccc(-c2nnc(-c3ccccc3F)o2)cc1	3.3	2.4	nt	-0.8	-9.9	2.9	1.2	-26.4
NS(=O)(=O)c1ccc(NC(=S)Nc2ccc(S(=O)(=O)Nc3nccs3)cc2)cc1	0.8	nt	0.0	3.4	-43.2	nt	nt	nt
CC(C)C(NC(=O)c1c(F)cccc1F)C(=O)NCCc1ccc(S(N)(=O)=O)cc1 (centres undefined)	6.1	-2.0	nt	-1.1	10.8	1.8	-9.7	-5.5
CC(N)C(=O)NC(CO)C(O)C(N)C=O (centres undefined)	6.0	-8.7	-0.6	-7.2	-16.2	nt	nt	nt
NS(=O)(=O)c1ccc(CCNC(=O)CCCn2c(=O)[nH]c3ccc(Br)cc3c2=O)cc1	0.0	-0.8	9.7	1.0	-2.7	nt	nt	nt
CN1CCN(C(=O)C[C@H]2C=C[C@@H](NC(=O)Cc3ccccn3)[C@H](CO)O2)CC1	-0.6	-6.5	-0.1	-1.3	-3.2	-1.1	-5.7	-4.8
NC(=O)C1(N2CCCCC2)CCN(S(=O)(=O)c2cc(Cl)ccc2Cl)CC1	8.4	0.6	-0.8	1.6	-10.5	-1.0	-2.1	-3.5
CCN(CC)CCN(C(=O)c1ccc2c(c1)CCCC2)c1nc2ccc(F)cc2s1	?	2.1	nt	-2.0	-16.6	nt	nt	12.1
O=C(NCc1ccc(F)cc1)[C@@H]1[C@@H](CO)[C@@H]2Cn3c(cccc3=O)[C@@H]2N1Cc1ccccn1	-6.0	7.1	-0.4	3.6	-23.0	-0.8	12.9	-3.3

# 2 consecutive compounds from above:
molecule	ERp5 inh	ARNT-TACC3 inh	E-selectin induc	Casp6 inh	RAD52 inh	PglD DTNB	RAD54 branch	esBAF inh
CC(=O)Nc1nonc1-c1nc2ccccc2n1Cc1nnc(C)o1	nt	-15.1	nt	nt	nt	0.4	-10.5	2.6
C[C@H]1CCCCO[C@H](CN(C)S(=O)(=O)c2ccc(F)cc2)[C@@H](C)CN([C@@H](C)CO)C(=O)c2cc(NC(=O)Cc3ccccc3)ccc2O1	nt	-0.9	1.3	nt	nt	-1.0	0.8	-2.7

# (further entries)
molecule	ERp5 inh	ARNT-TACC3 inh	E-selectin induc	Casp6 inh	RAD52 inh	PglD DTNB	RAD54 branch	esBAF inh
CSc1nc(N(C)C)nc(N(C)C#N)n1	1.6	-2.4	0.4	-0.4	-10.0	nt	nt	nt
Cc1cc(-c2ccccc2)n(-c2ccc(C(=O)NC(C)C)cc2)n1	nt	-5.2	nt	nt	nt	-10.1	-6.2	-3.3
O=C(C[C@@H]1C=C[C@@H](NC(=O)CC2CC2)[C@H](CO)O1)NCc1ccccc1	-0.8	nt	0.1	6.9	23.2	nt	nt	nt
NS(=O)(=O)c1ccc(CCNS(=O)(=O)c2ccccc2)cc1	-0.8	20.7	nt	1.7	-9.1	nt	nt	nt
COc1ccccc1-n1ccnc1SCC(=O)NC(C)(C)C	-2.4	-1.1	2.9	0.9	-2.2	2.8	0.8	nt
Cc1cnc(NC(=O)Nc2ccc(OCc3ccccc3)cc2)c(Br)c1	-5.5	-3.0	0.2	1.9	-14.6	-4.0	-0.4	-4.5
O=C(C[C@@H]1CC[C@H](NS(=O)(=O)c2ccccc2)[C@@H](CO)O1)N1CCC(Cc2ccccc2)CC1	6.7	nt	0.1	1.1	0.4	nt	nt	nt
COCC(=O)N(Cc1cc2cc(C)ccc2[nH]c1=O)c1ccc(C)c(C)c1	0.5	1.1	0.0	1.2	-13.2	-10.2	0.0	2.4
CN1C(=O)c2cc(NC(=O)c3ccc(F)cc3)ccc2OC[C@@H]2O[C@@H](CC(=O)NCC3CCCCC3)CC[C@H]21	-5.5	-0.5	0.1	10.7	-1.0	1.2	-16.8	0.4
NS(=O)(=O)c1ccc(CCNC(=O)CN2CCN(Cc3cccc(C(F)(F)F)c3)CC2)cc1	0.8	nt	nt	-2.5	-4.1	-4.9	-1.1	5.8
Cn1nnnc1SCC(=O)N1CCc2ccccc21	0.7	-7.7	6.3	-3.1	1.3	nt	nt	nt
CNC[C@H]1OCCCC[C@H](C)Oc2ccc(N(C)C)cc2C(=O)N([C@H](C)CO)C[C@@H]1C	2.7	-5.9	1.6	-2.1	-161.2	-0.4	-5.7	4.4
